NFkB transloc pot: enhancers of NFkB p65 translocation in HUVEC – imaging, IL-1B stimulus, high-content imaging, primary screen; HUVEC IL-1B NFkB p65 nuclear translocation imaging; activation, % at 2 µM; 0.3% of 94,000 active; AID 819, 2007;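 active = activation above 40%, about the mean plus 3 SD, also judged a hit on visual image review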;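 also: percent activation is computed from the nuclear over cytoplasmic p65 intensity ratio; values of inactives mirror those of a sister screen read the other way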
MRP resist rev: reversal of MRP1-mediated doxorubicin resistance, primary screen, H69AR cells, doxorubicin co-treatment. H69AR cells + 2 uM doxorubicin, CellTiter-Glo, 72 h. differential viability (reversal), % at 10 µM. 0.04% of 85,000 active. AID 602, 2007;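 active = viability drop by adding the cancer drug above about 55%, with treated viability meeting a 40% cutoff, limit read from the data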;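 also: viability without doxorubicin minus viability with 2 µM doxorubicin for each compound; larger differential means the compound sensitizes cells more to doxorubicin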
PLAP inhibition: PLAP enzyme inhibitors, biochemical, luminescence, HTS (AID 690); Alkaline phosphatase, placental type (Homo sapiens); purified PLAP, luminescent substrate; higher % means a stronger effect; one-dose inhibition, % at 20 µM; IC50 in µM for titrated hits; 0.08% of 96,000 active; in the data active = a potency from the dose series; inactive = the rest, 99 in 100 with inhibition below about 30%; also: strong numbers were not always called active
Bcl-B TR3 displacers: displacers of TR3 peptide from Bcl-B, primary screen, selectivity assay for Bfl-1 inhibitor project, biochemical, fluorescence polarization; 0.11% of 96,000 active; Bcl-2-like protein 10 (Homo sapiens); AID 748, 2007; FP displacement of FITC-TR3 peptide from Bcl-B; higher % means a stronger effect; one-dose displacement, % at 20 µM; IC50 in µM for titrated hits;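 active = displacement above 50% at 20 µM plus a fluorescence interference ratio under 1.5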;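 also: plate controls were wells without compound for no effect and wells lacking Bcl-B protein for full effect; a part of the inactive calls stands beside numbers as strong as those of hits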
NFkB transloc inh: inhibitors of IL-1B driven NFkB p65 nuclear import, primary screen, imaging, HUVEC, IL-1B stimulus, high-content imaging. HUVEC IL-1B NFkB p65 nuclear translocation imaging. inhibition, % at 2 µM. 0.43% of 94,000 active;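 active = inhibition above about 30% together with a positive call from visual inspection of the well image, limit read from the data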;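 also: nuclear over cytoplasmic p65 intensity ratio measured by imaging; 0% = IL-1B stimulated DMSO wells and 100% = unstimulated DMSO wells; values of inactives mirror those of a sister screen read the other way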
MRP resist rev cytotoxicity: recorded beside MRP resist rev, whose call it bears; viability, %; H69AR cells, CellTiter-Glo, 72 h; measured here: cytotoxicity without doxorubicin
MRP resist rev with doxorubicin: recorded beside MRP resist rev, whose call it bears; viability, %; measured here: viability with 2 uM doxorubicin; active compounds read low
NFkB transloc inh cell count 2 µM: further read-out of NFkB transloc inh, marked with its call; cell count; measured here: cells passing quality filter;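 raw number of nuclei counted in each imaged well without normalization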
NFkB transloc pot cell count 2 µM: second read-out of NFkB transloc pot, no call of its own (marks repeat the call); cell count; measured here: cells passing quality filter
* marks the source's active call; other numbers are inactive results; . = not tested or not shown. An excerpt; count on the stated rates, not on these rows.

SMILES | NFkB transloc pot | NFkB transloc pot cell count 2 µM | MRP resist rev | MRP resist rev cytotoxicity | MRP resist rev with doxorubicin | PLAP inhibition | Bcl-B TR3 displacers | NFkB transloc inh | NFkB transloc inh cell count 2 µM
CCN(CC(=O)NC1CCCCC1)S(=O)(=O)c1ccc(Cl)cc1 | 27 | 131 | 7 | 95 | 88 | 8% | 2% | -27 | 131
C1=CC2CC1CC2CN1CCN(Cc2ccccc2)CC1 (configuration not stated) | -3 | 202 | . | . | . | -34% | -9% | 3 | 202
Cn1c(=O)n(Cc2ccc(Cl)cc2)c(=O)c2c1nc1n2CCN1Cc1ccco1 | 15 | 88 | 18 | 88 | 70 | -10% | 10% | -15 | 88
CCOC(=O)c1cccnc1SCC(=O)NCc1ccccc1 | -14 | 51 | 3 | 90 | 87 | 0% | 4% | 0 | 155
CCOC(=O)c1ccccc1NS(=O)(=O)c1ccccc1 | 3 | 118 | 0 | 100 | 100 | 10% | -6% | -3 | 118
CCS(=O)(=O)c1ccc2oc(SCC(=O)N3c4ccccc4CC3C)nc2c1 (configuration not stated) | 7 | 104 | 5 | 63 | 58 | 7% | 4% | -7 | 104
FC(F)(F)C1=CC(c2ccccc2)=NCCN1 | -5 | 164 | 1 | 95 | 93 | 8% | 1% | 5 | 164
CCN1CCN(C(=O)C2CCN(Cc3cc(Cl)ccc3O)CC2)CC1 | 3 | 213 | . | . | . | -29% | 0% | -3 | 213
Cc1ccc(NC(=O)COC(=O)CCc2c[nH]c(=O)[nH]2)cc1 | 1 | 102 | 2 | 99 | 97 | -13% | 17% | -1 | 102
CC1CCCCN1Cc1nc2ccccc2c(=O)[nH]1 (configuration not stated) | 3 | 186 | 10 | 93 | 83 | -12% | 2% | -3 | 186
CC(C)(C)NS(=O)(=O)c1cccc(S(=O)(=O)c2cccc(S(=O)(=O)NC(C)(C)C)c2)c1 | -4 | 137 | 1 | 76 | 75 | . | 7% | 4 | 137
O=C(Nn1cnnc1)C1CCCN1S(=O)(=O)c1ccc(F)cc1 (configuration not stated) | 7 | 163 | -2 | 88 | 90 | -5% | -5% | -7 | 163
COC(=O)c1cn(-c2ccccc2)c(C)c1C(=O)OC | 0 | 164 | 6 | 93 | 87 | . | . | 0 | 164
O=C(c1cc(-c2cccs2)on1)N1CCN(c2ccccc2)CC1 | 9 | 186 | . | . | . | 9% | -15% | -9 | 186
Cc1cc(C(=O)Nc2sc3c(c2C#N)CCC(C(C)(C)C)C3)no1 (configuration not stated) | 12 | 155 | -53 | 23 | 75 | -23% | 10% | -12 | 155
c1ccc(-n2nnnc2N2CCOCC2)cc1 | 11 | 102 | 8 | 92 | 84 | 0% | 4% | -11 | 102
COCCNC(=O)C(c1ccccc1C)N(C(=O)Cn1nnc2ccccc21)c1cccnc1 (configuration not stated) | 15 | 91 | 6 | 92 | 86 | . | . | -15 | 91
CCC(=O)Nc1c(C)cc(C)cc1Cl | 5 | 147 | -7 | 92 | 99 | 27% | 0% | -4 | 147
CCCc1cc(=O)[nH]c(SCC(=O)c2cc(C)n(C)c2C)n1 | 10 | 184 | -7 | 89 | 97 | -3% | 14% | -10 | 184
O=C1c2cnc3nc(SCc4ccc(Cl)cc4)nn3c2CC2c3ccccc3CCN12 (configuration not stated) | -7 | 116 | . | . | . | -45% | -4% | 7 | 116
CC(=O)N(c1ccc(Cl)cc1)c1c[nH]c2ccccc12 | -5 | 148 | 2 | 94 | 91 | -12% | 1% | 5 | 148
C=CCn1c(SCC(=O)NC2CCS(=O)(=O)C2)nc2sc(CC)cc2c1=O (configuration not stated) | -16 | 47 | 28 | 109 | 81 | 4% | 5% | 16 | 47
CCSc1nnc(NC(=O)c2nc(-c3ccccc3)n(-c3ccccc3)n2)s1 | -8 | 170 | -8 | 72 | 80 | -44% | -4% | 8 | 170
O=C(c1cccc(Br)c1)N1CCN(C(=O)N2CCOCC2)CC1 | 14 | 119 | 9 | 109 | 100 | . | . | -14 | 119
CCn1c(-c2cc(-c3cc(OC)ccc3OC)nc3ccccc23)n[nH]c1=S | 2 | 156 | . | . | . | -128% | -6% | -2 | 156

(list continues)
SMILES | NFkB transloc pot | NFkB transloc pot cell count 2 µM | MRP resist rev | MRP resist rev cytotoxicity | MRP resist rev with doxorubicin | PLAP inhibition | Bcl-B TR3 displacers | NFkB transloc inh | NFkB transloc inh cell count 2 µM
Cc1ccc(-c2nn(-c3ccccc3)cc2CO)o1 | 10 | 130 | 9 | 81 | 73 | . | . | -10 | 130
Cc1cc(CN2CCOCC2)c(O)c(C2(C)CCCCC2)c1 | 24 | 117 | -8 | 76 | 84 | 7% | -4% | -24 | 117
CCC(C)NC(=O)CSc1ccc(NC(C)=O)cc1 (configuration not stated) | 1 | 125 | . | . | . | 5% | 4% | -1 | 125
C/C(=N/NC(=O)c1ccc(Cl)s1)c1ccc(NC(=O)COc2ccc(Cl)cc2)cc1 | 8 | 175 | . | . | . | 7% | -2% | -8 | 175
CCOC(=O)C1CCCN(S(=O)(=O)c2ccc(Br)s2)C1 (configuration not stated) | 7 | 162 | 15 | 83 | 68 | -6% | -10% | -7 | 162
CCCCN1C2=NCCCN2c2cc(C)c(C)cc21 | 20 | 175 | . | . | . | 23% | -3% | -20 | 175
Cc1noc(C)c1COC(=O)c1ccc2c(c1)OCO2 | 0 | 170 | 15 | 107 | 92 | 19% | 6% | 0 | 170
CC(C)c1nnc(NC(=O)CCCCCN2C(=O)C3C4C=CC(C4)C3C2=O)s1 (configuration not stated) | 11 | 152 | 5 | 82 | 77 | -12% | 1% | -11 | 152
CC1CCCN(S(=O)(=O)c2ccc(NC(=O)CN3CCN(C)CC3)cc2)C1 (configuration not stated) | -1 | 171 | -8 | 93 | 102 | -47% | -2% | 1 | 171
CCCC(c1nnnn1Cc1ccc(F)cc1)N1CCN(C2CCCCC2)CC1 (configuration not stated) | -4 | 198 | -5 | 73 | 78 | -66% | 2% | 4 | 198
Cc1cccc(OCCSc2cc(C)nc(N)n2)c1 | . | . | -1 | 75 | 75 | 15% | 2% | . | .
CCOC(=O)c1sc(NC(=O)c2c(C)noc2C)c(C(=O)OCC)c1C | -6 | 160 | -24 | 38 | 62 | . | . | 6 | 160
CN(Cc1ccccc1)C(=O)c1ccccc1NC(=O)c1ccccc1 | -13 | 145 | . | . | . | 6% | 7% | 13 | 145
CCOCCn1c(CN2CCN(c3ccc(OC)cc3)CC2)nc2c1c(=O)n(C)c(=O)n2C | 29 | 143 | 8 | 82 | 75 | . | . | -29 | 143
Cc1ccc(-n2ncc3c(=O)[nH]c(SCC(=O)N4CCCCC4)nc32)cc1 | -12 | 170 | 3 | 64 | 61 | -18% | 1% | 12 | 170
O=C1C2C3c4ccccc4C(c4ccccc43)[C@@H]2c2nc3ccccc3n21 (some centres not stated) | 0 | 186 | -5 | 82 | 87 | 10% | 2% | 0 | 186
CCCOc1ccc(C(=O)N2CC3(CC(c4cccc(NC(=O)[C@@H]5CCC(=O)N5)c4)=NO3)C[C@H]2C(=O)NC2(C(N)=O)CC2)cc1 (some centres not stated) | 3 | 127 | . | . | . | -62% | 2% | -3 | 127
O=C(NCCc1ccccc1)c1nc2nc(-c3cccs3)cc(C(F)(F)F)n2n1 | 9 | 116 | -3 | 75 | 77 | . | . | -8 | 116
O=C(CNS(=O)(=O)c1ccccc1)Nc1ccc(C(F)(F)F)cc1 | 3 | 196 | 4 | 92 | 88 | -10% | 0% | -3 | 196
COc1ccccc1Nc1nnc(SCC(=O)N2CCCC2=O)s1 | 12 | 116 | 9 | 104 | 95 | -29% | 5% | -12 | 116
Cc1ccc(C(=O)CC(=O)c2cccc(F)c2)c(O)c1 | 13 | 144 | . | . | . | -2% | 8% | -13 | 144
CCOC(=O)c1c(C)[nH]c(C(=O)CSc2nnc(C3CC3)n2N)c1C | 16 | 148 | 29 | 68 | 39 | -55% | -12% | -16 | 148
S=C(NCCN1CCOCC1)N/N=C/c1c2ccccc2cc2ccccc12 | -1 | 154 | 15 | 60 | 45 | -33% | -33% | 1 | 154
Cc1ccc(S(=O)(=O)N/N=C\c2cc3c(cc2[N+](=O)[O-])OCO3)cc1 | 6 | 86 | . | . | . | -12% | -6% | -6 | 86
CC(=O)NC1=NC(=O)/C(=C/N2CCOCC2)S1 | . | . | -3 | 100 | 104 | 8% | -58% | . | .

An excerpt from above in order of their number in Bcl-B TR3 displacers, smallest number first.
| SMILES | Bcl-B TR3 displacers |
| --- | --- |
| CC(=O)NC1=NC(=O)/C(=C/N2CCOCC2)S1 | -58% |
| S=C(NCCN1CCOCC1)N/N=C/c1c2ccccc2cc2ccccc12 | -33% |
| CCOC(=O)c1c(C)[nH]c(C(=O)CSc2nnc(C3CC3)n2N)c1C | -12% |
| CCOC(=O)C1CCCN(S(=O)(=O)c2ccc(Br)s2)C1 (configuration not stated) | -10% |
| Cc1ccc(-n2ncc3c(=O)[nH]c(SCC(=O)N4CCCCC4)nc32)cc1 | 1% |
| O=C1C2C3c4ccccc4C(c4ccccc43)[C@@H]2c2nc3ccccc3n21 (some centres not stated) | 2% |

Other results follow:
SMILES | NFkB transloc pot | NFkB transloc pot cell count 2 µM | MRP resist rev | MRP resist rev cytotoxicity | MRP resist rev with doxorubicin | PLAP inhibition | Bcl-B TR3 displacers | NFkB transloc inh | NFkB transloc inh cell count 2 µM
CCSc1nc2ccccc2n1CC(N)=O | -2 | 103 | -2 | 84 | 86 | . | . | 2 | 103
O=C(NC1CCCCC1)N1CCCC(c2nc3ccccc3[nH]2)C1 (configuration not stated) | -10 | 83 | 4 | 81 | 78 | 9% | -5% | 10 | 83
CC(C)CC(NC(=O)C1CCC(C)CC1)C(=O)Nc1cccnc1 (configuration not stated) | . | . | 13 | 101 | 88 | -7% | 2% | . | .
Cn1c(=O)c2c(nc(CN3CCc4ccccc4C3)n2CC(=O)c2ccccc2)n(C)c1=O | 22 | 132 | 3 | 74 | 70 | . | . | -22 | 132
COc1ccccc1C(CC(=O)Nc1nccs1)c1ccco1 (configuration not stated) | 10 | 98 | -17 | 74 | 91 | 16% | -5% | -10 | 98
CCOC(=O)c1c(C)[nH]c(C)c1-c1ccccc1OC | 28 | 156 | 4 | 94 | 90 | -2% | 4% | -28 | 156
COc1ccc(/C=N/NC(=O)CCc2c(C)n[nH]c2C)cc1O | 55* | 203* | -3 | 101 | 103 | -17% | 11% | -55 | 203
Cc1nnc(SCC(=O)NCCN2C(=O)CSC2=O)s1 | -2 | 159 | 4 | 96 | 92 | 7% | -6% | 2 | 159
COc1ccc(CNC(=O)C2CCNCC2)cc1 | 12 | 158 | 6 | 101 | 95 | 13% | -2% | -12 | 158

Given in markdown: part of the list above
| molecule | NFkB transloc pot | NFkB transloc pot cell count 2 µM | MRP resist rev | MRP resist rev cytotoxicity | MRP resist rev with doxorubicin | PLAP inhibition | Bcl-B TR3 displacers | NFkB transloc inh | NFkB transloc inh cell count 2 µM |
| --- | --- | --- | --- | --- | --- | --- | --- | --- | --- |
| Cc1nnc(SCC(=O)NCCN2C(=O)CSC2=O)s1 | -2 | 159 | 4 | 96 | 92 | 7% | -6% | 2 | 159 |
| COc1ccccc1C(CC(=O)Nc1nccs1)c1ccco1 (configuration not stated) | 10 | 98 | -17 | 74 | 91 | 16% | -5% | -10 | 98 |

High-throughput results from PubChem BioAssay.
